TbREL1 inh: TbREL1 inhibition, primary screen; 0.49% of 89,000 active; P86926; TbREL1 RNA ligation, FRET fluorescence; inhibition, % at 9.66 µM;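 active = inhibition above the mean inhibition across all screened compounds plus 3 SD, cut at about 11% in these data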;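 note: 0% = plate median of test wells and 100% = NSC42067 control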
Target sequence (P86926 whole entry, looked up): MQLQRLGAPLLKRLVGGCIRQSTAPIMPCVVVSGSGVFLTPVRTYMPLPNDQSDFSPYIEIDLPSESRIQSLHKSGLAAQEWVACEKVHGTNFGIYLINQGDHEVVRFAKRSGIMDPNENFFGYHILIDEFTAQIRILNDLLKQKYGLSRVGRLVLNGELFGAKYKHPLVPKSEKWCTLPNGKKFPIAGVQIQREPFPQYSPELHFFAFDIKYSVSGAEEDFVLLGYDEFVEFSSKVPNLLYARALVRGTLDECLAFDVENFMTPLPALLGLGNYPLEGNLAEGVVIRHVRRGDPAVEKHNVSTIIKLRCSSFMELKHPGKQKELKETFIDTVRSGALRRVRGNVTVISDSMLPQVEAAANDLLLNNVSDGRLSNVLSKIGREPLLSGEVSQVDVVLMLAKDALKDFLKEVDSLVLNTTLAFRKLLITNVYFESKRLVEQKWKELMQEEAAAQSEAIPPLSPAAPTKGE
* = called active by the depositor.

SMILES | TbREL1 inh
COc1cccc2c3c(c(C)nc12)CC(C)O3 (stereo unspecified) | 0
CCN(CCCn1c(=S)[nH]c2ncccc2c1=O)c1ccccc1 | 8
O=C1NC[C@@H](CCCCN2C[C@H](Cc3ccccc3)N(CCC3CCCCC3)C(=O)C2=O)N(CCc2ccc(O)cc2)C1=O | -1
CC(C)c1cc(-c2cc(-c3ccccc3)on2)nc(NC2CCCC2)n1 | 2
COC(C[C@@H]1O[C@H]1C(=O)COCc1ccccc1)OC | 0
CCOCCCNC(=O)C(NC(=O)c1cnccn1)c1ccc(C)cc1 (stereo unspecified) | 2
COC(=O)c1ccc(NC(=O)COC(=O)C2=NN(c3ccccc3)C(=O)CC2)cc1 | -1
Cc1cc(SCC(=O)NC2CC2)nc2ccccc12 | 2
CN1C(=O)c2cccc(NC(=O)Cc3ccccc3)c2C1=O | -1
CCCNC(=O)NNC(=O)c1cc(-c2ccc3c(c2)OCO3)nc2ccccc12 | -3
Cc1csc2ncc(C(=O)Nc3ccccc3Cl)c(=O)n12 | 0
O=S(=O)(c1ccccc1)N1CCC(c2nc3ccccc3o2)CC1 | 1
CCCCCCOC(=O)CCc1c(C)nc(N)[nH]c1=O | -3
CN(C)S(=O)(=O)c1ccc2nc(COCc3nc4ccc(S(=O)(=O)N(C)C)cc4[nH]3)[nH]c2c1 | 8
CCCCN(Cc1cc2ccccc2[nH]c1=O)S(C)(=O)=O | 1

By substructure: the entries above with sulfur
SMILES | TbREL1 inh
CCN(CCCn1c(=S)[nH]c2ncccc2c1=O)c1ccccc1 | 8
Cc1cc(SCC(=O)NC2CC2)nc2ccccc12 | 2
Cc1csc2ncc(C(=O)Nc3ccccc3Cl)c(=O)n12 | 0
O=S(=O)(c1ccccc1)N1CCC(c2nc3ccccc3o2)CC1 | 1
CN(C)S(=O)(=O)c1ccc2nc(COCc3nc4ccc(S(=O)(=O)N(C)C)cc4[nH]3)[nH]c2c1 | 8
CCCCN(Cc1cc2ccccc2[nH]c1=O)S(C)(=O)=O | 1

Returning to the listing with the 4 entries that preceded the break.
SMILES | TbREL1 inh
O=S(=O)(c1ccccc1)N1CCC(c2nc3ccccc3o2)CC1 | 1
CCCCCCOC(=O)CCc1c(C)nc(N)[nH]c1=O | -3
CN(C)S(=O)(=O)c1ccc2nc(COCc3nc4ccc(S(=O)(=O)N(C)C)cc4[nH]3)[nH]c2c1 | 8
CCCCN(Cc1cc2ccccc2[nH]c1=O)S(C)(=O)=O | 1
N#Cc1ccsc1NC(=O)CN1CCN(c2ccccc2O)CC1 | -2
Cc1ccc2c(c1)[C@H]1[C@H](CO2)[C@H](c2ccccc2)[C@]2(C)C(=O)Nc3cc(F)c(F)cc3C(=O)N12 | 2
CCOc1nc(NCCN2CCOCC2)nc(Nc2ccc(C)cc2)n1 | 3
CC(C)CCNC(=O)C1CC(=O)N(C2CCCC2)C1 (stereo unspecified) | -1
OCCNCCOc1ccccc1F | 2
COc1ccc(NC(=O)CCc2ccccc2)cc1S(=O)(=O)N1CCOCC1 | 1
CC(=O)NS(=O)(=O)c1ccc(NC(=O)CC(C)c2ccccc2)cc1 (stereo unspecified) | 0
Cc1cc2c(cc1S(=O)(=O)N(C)Cc1ccccc1)n(C)c(=O)c(=O)n2C | 5
N#C/C(=C(/O)c1cccc(F)c1)c1nc2ccccc2s1 | 4
O=C(COc1ccc([N+](=O)[O-])cc1)Nn1cnnc1 | 3
O=C(CN1C(=O)NC2(CCCCCC2)C1=O)N1CCC(Cc2ccccc2)CC1 | -2
CCOC1=C2[C@H](c3ccccc3)N(S(=O)(=O)c3ccc(C)cc3)C(C(C)(C)C)[C@H]2C(C#N)(C#N)C(C#N)(C#N)C1 (stereo partly specified) | 1
O=C(c1ccc2c(c1)OCO2)C1CCCN(Cc2cn[nH]c2-c2cccc(F)c2)C1 (stereo unspecified) | 2
Cc1cccc(N(C(=O)CNC(=O)c2ccco2)C(C(=O)NC2CCCC2)c2cccnc2)c1 (stereo unspecified) | 1
CCc1ccc2[nH]c(=O)c(CN(Cc3ccco3)S(=O)(=O)c3ccc4c(c3)OCCO4)cc2c1 | 3
O=C(NCCc1ccc(Cl)cc1)C1CCN(S(=O)(=O)c2cccc3nonc23)CC1 | 0
C#CCOC(=O)CCCN1C(=O)c2cccc3cccc(c23)C1=O | 2
CCOC(=O)CSc1nnc(CSc2nc3sc4c(c3c(=O)[nH]2)CCC4)n1-c1ccccc1 | -4
CC1CCCN(c2nc3c(c(=O)n(C)c(=O)n3C)n2CCSc2nc3ccccc3s2)C1 (stereo unspecified) | -1
CSc1nsc(SCC(=O)Nc2ccccc2C(N)=O)n1 | 7
CCOC(=O)C1(Cc2ccccc2)CCN(Cc2ccon2)CC1 | 1
Cn1cccc1-c1nc2ccc(NC(=O)c3cccs3)cc2[nH]1 | -1
COc1ccc(CC(=O)NNC(=O)c2ccncc2)cc1 | 2
Cn1c(-c2ccc(Cl)cc2)ccc(C#N)c1=O | 1
COC(=O)CSc1nnc(-c2ccc(S(=O)(=O)N3CCC(C)CC3)cc2)o1 | -1
Cc1cccc(N(C(=O)c2csnn2)C(C(=O)NC(C)(C)C)c2cccnc2)c1 (stereo unspecified) | 8
CCOc1ccc(OC(=O)C(CCS(C)(=O)=O)N2C(=O)c3ccccc3C2=O)cc1 (stereo unspecified) | -5
CCc1cc(Cn2nc(-c3ccccc3)cc2C(=O)NCc2cccs2)on1 | 5
Nc1c(C(=O)CSc2ccccn2)c(=O)[nH]c(=O)n1C1CC1 | 0
Nc1ccc2nc(SCC(=O)N3CCN(c4ccccc4)CC3)sc2c1 | -4
COC[C@@H]1CCCN1c1cccc2c1S(=O)(=O)N1CC[C@@H](C1)O2 | 4
CCOC(=O)CCCCCC(=O)Nc1ccc2c(c1)CC(=O)N([C@@H](C)CO)C[C@H](C)[C@@H](CN(C)C(=O)Nc1ccc3c(c1)OCO3)O2 | -3
CC1CCCC(C)N1C(=O)Nc1cccc(Cl)c1 (stereo unspecified) | -2
O=C(COC(=O)c1c[nH]c2ccccc12)Nc1ccc([N+](=O)[O-])cc1 | 2
Cc1ccc(S(=O)(=O)N(C)C)cc1NC(=O)CN1C(=O)NC(Cc2c[nH]c3ccccc23)C1=O (stereo unspecified) | -4
Cc1ccc(C(c2nnnn2CC2CCCO2)N2CCN(C)CC2)cc1 (stereo unspecified) | 2
COC(=O)c1ccc(CNc2ccc(C(C)=O)cc2)cc1 | 2
COc1ccc(S(=O)(=O)N(C)C)cc1NCC(=O)Nc1ccc(Br)cc1F | -2
CCOc1ccc(NC(=O)c2cccnc2Cl)c([N+](=O)[O-])c1 | 1
CC(C)=CCN1CCN(Cc2cccn2-c2nccs2)CC1CCO (stereo unspecified) | -1
O=C(NCCN1CCOCC1)c1c(Cl)cccc1Cl | 0
CC(NC(=O)c1ccc(N(C)C)c([N+](=O)[O-])c1)c1ccc(-n2ccnc2)cc1 (stereo unspecified) | 3
CCOC(=O)c1sc(NC(=O)c2sccc2C)cc1C | 0
O=C(Nc1ccccc1)C1Cc2c(-c3ccco3)ccnc2O1 (stereo unspecified) | 6
CCOC(=O)C[C@H]1c2ccc(C(F)(F)F)cc2S(=O)(=O)N1C(C)C | 0

Retrieved by structure from the list above, 2 records:
SMILES | TbREL1 inh
CC1CCCC(C)N1C(=O)Nc1cccc(Cl)c1 (stereo unspecified) | -2
Cc1ccc(C(c2nnnn2CC2CCCO2)N2CCN(C)CC2)cc1 (stereo unspecified) | 2

New compounds follow.
SMILES | TbREL1 inh
Cc1ccccc1-c1n[nH]c(=S)o1 | -8
Brc1ccc(-c2ccc(/C=N/Nc3nc(N4CCOCC4)nc(N4CCOCC4)n3)o2)cc1 | -2
COCCCNC(=O)CNC(=S)N(Cc1ccccc1)Cc1cccnc1 | -2
CCn1cc(C(=O)C(F)(F)F)c2ccccc21 | -1
FC(F)(F)c1cc(-c2ccco2)nc(N2CCN(c3ccccc3)CC2)n1 | 5
CCCN1CNC(=S)N(Cc2ccccc2)C1 | -5
O=C(CCNc1cc(Cl)cc(Cl)c1)c1ccco1 | -2
COc1ccc(-c2noc(-c3ccoc3C)n2)cc1 | 2
COCCCN(C(=O)CCSc1ccc(F)cc1)c1c(N)n(Cc2ccccc2)c(=O)[nH]c1=O | -3
CCOc1ccc(S(=O)(=O)Nc2cc(Cl)ccc2O)cc1 | 1
S=c1[nH]nc(/C=C/c2ccccc2)o1 | -3
C=CCn1c(SCC(=O)Nc2cccc(S(N)(=O)=O)c2)nc2sc(C)c(C)c2c1=O | -2
O=S1(=O)CCC(NS(=O)(=O)/C=C/c2ccccc2)C1 (stereo unspecified) | -2
Cc1ccc(S(=O)(=O)N2CCOCC2)cc1C(=O)NC(=S)N(Cc1ccccc1)C(C)C | -2
CCN(CC)S(=O)(=O)c1ccc2oc(C(=O)NC(C)C)c(C)c2c1 | -3
CCN(CC)S(=O)(=O)N1CCC(C(=O)NCCC2=CCCCC2)CC1 | 2
COC(=O)C1=NN(c2cccc(C)c2)C2C(=O)N(c3ccccc3OC)C(=O)C12 (stereo unspecified) | 2
Cc1noc(C)c1NC(=O)Nc1ccc2c(c1)C(=O)N([C@H](C)CO)C[C@H](C)[C@H](CN(C)C(=O)NC1CCCCC1)OCCCC[C@@H](C)O2 | -2
COc1cc(-c2ccc(N3C(c4ccsc4)=Cc4ccccc4C3CC(C)=O)cc2)cc(OC)c1OC (stereo unspecified) | -5
Cc1ccc(C(C(=O)NC2CCCCC2)N(CCC(C)C)C(=O)CNC(=O)c2ccco2)o1 (stereo unspecified) | -4
O=C(c1ccc(-c2cccc(C(F)(F)F)c2)o1)N1CCN(c2ccccc2)CC1 | -5
Cc1ccccc1NC(=O)Cn1cc(C(=O)C2CC2)c2ccccc21 | 2
O=C(NCc1ccccc1C(F)(F)F)c1cccc2c1C(=O)c1ccc(N3CCOCC3)cc1S2(=O)=O | 2
Cc1ccc(-c2cc(C(=O)N/N=C/c3c(C)nn(-c4ccccc4)c3C)[nH]n2)cc1 | 4
COc1ccccc1N1CCN(C(=O)c2cc(-c3ccco3)on2)CC1 | 2
Cc1ccc(/C=N\NC(=O)CN2CCN(S(=O)(=O)c3ccc(Br)cc3)CC2)s1 | -2
Cc1ccc(CN2[C@@H](c3ccccc3)COCCS2(=O)=O)cc1 | -2
O=C(Nc1ccc2c(c1)OCCO2)NC12CC3CC(CC(C3)C1)C2 | -1
O=C(Nc1nc2ccsc2c(=O)s1)c1ccc(Cl)cc1 | 1
CCCCCCCCN1C(=O)[C@H](CC(=O)NCc2cccc(C(F)(F)F)c2)C[C@@]2(C(=O)OCC)CCCC=C12 | -3
Cc1cc(NC(=O)c2ccc(Cl)cc2Cl)n(-c2ccccc2)n1 | 5
Cc1ccccc1-c1nc(CS(=O)(=O)CC(=O)NCCCN2CCCC2=O)c(C)o1 | 0
O=C(C1CCCN(Cc2cccc(F)c2)C1)N1CCCCC1 (stereo unspecified) | 2
O=C(Nc1ccccc1-c1nnn(CC(=O)N2CCc3ccccc3C2)n1)C1CCC1 | -3
NC(=O)CNC(=O)[C@@H]1CC2(CC(c3ccc(Cl)cc3)=NO2)CN1C(=O)c1ccc(Br)cc1 (stereo partly specified) | -1
Cc1cc2n(n1)C(c1cn(-c3ccccc3)nc1C)Nc1ccccc1-2 (stereo unspecified) | 0
COC(=O)CSc1nc(N)nc(C)c1Br | 0
O=[N+]([O-])c1cc(C(F)(F)F)ccc1Sc1ccccn1 | 1
Cn1c(C(=O)NCCN2CCc3ccccc3C2)cc2c(=O)n(C)c3ccccc3c21 | 2
CCCN1CCC(=O)N([C@H](COc2ccccc2)CC(C)C)CC1 | -1
O=C(Nc1ccccc1C(=O)N1CCCC1)c1ncoc1-c1cccc(Cl)c1 | 0
Cc1ccc(CNC(=O)c2ccccc2-n2cnnn2)cc1 | 4
O=C(CN(c1ccccc1)S(=O)(=O)c1ccccc1[N+](=O)[O-])Nc1cccnc1 | 1
COCCNC(=O)C1CCC(=O)N(c2ccc(OC)cc2)C1c1ccc(OC)c(OC)c1 (stereo unspecified) | 0
CCCNC(=O)C(Cc1ccccc1)NC(=O)c1ccccc1 (stereo unspecified) | -2
O=C(Nc1cccnc1)c1cc(-c2cccs2)on1 | 0
CCOC(=O)N1N=C(C)CC1(O)c1ccc(Cl)cc1 (stereo unspecified) | 1
CC1Cc2ccccc2N1C(=O)CN(C)S(=O)(=O)c1cccc2cccnc12 (stereo unspecified) | 0
CCOc1ccc(N(C(C)C(=O)N/N=C(\C)C(C)(C)C)S(C)(=O)=O)cc1 (stereo unspecified) | 1
CC(=O)Nc1ccc(NC(=O)C(C)OC(=O)CN2C(=O)C3CCCCC3C2=O)cc1 (stereo unspecified) | 6
COc1ccc(C(=O)[C@@H]2CC[C@](C)(C(=O)O)C2(C)C)cc1 | 1
CSCCC(NC(=O)COc1ccccc1)C(=O)N1CCN(c2ccccc2O)CC1 (stereo unspecified) | 42*
S=c1[nH]nc(-c2n[nH]c3c2CCC3)n1N=Cc1cccs1 | -4
CCOc1ccc2oc(C(=O)OCC(=O)N3C(C)CCCC3C)c(C)c2c1 (stereo unspecified) | 1
COc1cc(C(=O)N(CCN(C)C)CC2CCCN(Cc3ccccc3F)C2)ccc1C (stereo unspecified) | 6
C=Cc1ccc(Cn2c(C)c(C(=O)NCc3cccc(C)c3)sc2=O)cc1 | 3
CCOc1ccc(N2CC(C(=O)Nc3nnc(C4CCCCC4)s3)CC2=O)cc1 (stereo unspecified) | 1
Cc1ccc(-c2nn(-c3ccccc3)cc2C(=O)NCC(c2cccs2)N2CCOCC2)cc1 (stereo unspecified) | 1
COCCn1c(SCC(=O)Nc2ccc(OC)cc2)nnc1-c1ccoc1C | -1
O=C(CN1CCN(C(C(=O)Nc2cc(C(F)(F)F)ccc2Cl)c2ccccc2)CC1)NC1CC1 (stereo unspecified) | 4
O=C(OCc1c(Cl)nc2sccn12)c1cc2c(s1)CCCC2 | 0
NC(=O)CCC(NS(=O)(=O)c1ccc(Cl)cc1)C(=O)NCc1ccccc1Cl (stereo unspecified) | -2

High-throughput results from PubChem.

Some of the compounds tested; the hit share may differ from the screen's.
